Assay outcomes from PubChem.
HTR5A ag ctr = activates human HTR5A in OPRM1-OPRD1 agonist counter-screen; HTR5A agonist assay, luminescence, cell-based; activation, % at 9.3 µM; hit rate 0.61% among 340,000; in the data active means activation mostly above about 9.5%, no sharp cut-off; inactive means mostly below about 7.6%;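 further: 0% = cells with vehicle only and 100% = reference agonist; strong numbers were not always called active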
Pemphigus Ab inh = human desmoglein-3 autoantibody binding inhibition. P32926. DSG3-coupled beads, scFv-anti-DSG3-GFP binding, flow cytometry; hits give low values. binding (percent of control), % at 10 µM. hit rate 0.48% among 310,000. AID 588358;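 active means binding more than 3 SD below its plate's average and above zero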;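 further: hits lower antibody fragment binding to DSG3; some compounds called inactive have numbers as strong as hits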
MOR-DOR ag = agonists of human mu-delta opioid receptor heterodimerization | P35372+P41143 | cells, OPRM1-OPRD1 heterodimerization, luminescence | activation, % at 9.3 µM | hit rate 0.3% among 340,000 | AID 504326; in the data active means activation above about 18%;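 further: 0% = vehicle-treated cells and 100% = reference agonist; values of inactives mirror those of a sister screen read the other way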
Target sequence (P35372 whole entry, looked up): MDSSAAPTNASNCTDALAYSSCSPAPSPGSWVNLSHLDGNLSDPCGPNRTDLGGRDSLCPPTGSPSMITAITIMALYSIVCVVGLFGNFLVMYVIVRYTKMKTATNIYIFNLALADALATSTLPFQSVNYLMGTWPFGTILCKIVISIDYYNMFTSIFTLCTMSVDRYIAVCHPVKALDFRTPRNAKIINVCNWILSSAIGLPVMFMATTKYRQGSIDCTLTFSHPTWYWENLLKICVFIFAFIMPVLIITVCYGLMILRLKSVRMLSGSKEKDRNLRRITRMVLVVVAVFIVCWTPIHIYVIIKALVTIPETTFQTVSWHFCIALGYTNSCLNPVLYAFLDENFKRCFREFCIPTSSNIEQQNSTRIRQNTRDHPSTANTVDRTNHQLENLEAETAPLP
Target sequence (P41143 whole entry, looked up): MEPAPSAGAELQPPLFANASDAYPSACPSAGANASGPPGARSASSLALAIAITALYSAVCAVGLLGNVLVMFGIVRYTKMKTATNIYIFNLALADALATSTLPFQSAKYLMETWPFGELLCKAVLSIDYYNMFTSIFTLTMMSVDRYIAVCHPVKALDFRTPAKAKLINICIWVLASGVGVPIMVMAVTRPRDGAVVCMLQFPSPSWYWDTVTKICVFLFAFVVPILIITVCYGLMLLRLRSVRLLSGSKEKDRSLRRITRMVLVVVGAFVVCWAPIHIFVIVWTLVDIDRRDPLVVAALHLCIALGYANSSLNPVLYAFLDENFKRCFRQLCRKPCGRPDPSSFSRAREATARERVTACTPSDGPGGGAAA
SUMO Mot1 rescue = blocks SUMOylation pathway, rescuing yeast Mot1-301 growth; S. cerevisiae Mot1-301 growth rescue, ATP luminescence, 38.5C; percent above DMSO median, 100 means doubled; growth rescue, % at 18.8 µM; hit rate 1% among 320,000; AID 2716;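 active means every valid replicate shows activation above 250% relative to neutral control wells; inactive means the rest, any valid replicate at or below 250%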;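 further: OY570 slx delta 5 strain wells were the positive control but not used for scaling; some compounds called inactive have numbers as strong as hits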
phage Ecoli inh = E. coli growth loss with phage present; growth absorbance; inhibition, % at 11.9 µM; hit rate 0.26% among 360,000; in the data active means inhibition above about 11%
HTR5A inv ctr = inverse agonist of human HTR5A in OPRM1-OPRD1 counter-screen; hit rate 0.083% among 340,000; HTR5A cell line, luminescence, inverse agonism; inhibition, % at 9.3 µM; AID 504634; in the data active means inhibition mostly above about 23%, no sharp cut-off; inactive means mostly below about 18%;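 further: 0% = cells with DMSO and 100% = no-cell wells with DMSO; some compounds called inactive have numbers as strong as hits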
PfHsp90 set2 = inhibits growth of yeast expressing Plasmodium falciparum Hsp90 | inhibition, % at 9.4 µM | S. cerevisiae expressing PfHsp90, BacTiter-Glo ATP, 48 h; yeast lacking PDR1 and PDR3 efflux regulators | AID 504621 | hit rate 0.32% among 310,000;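 active means every replicate shows inhibition above about 80%, whatever the replicate mean, limit read from the data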;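 further: 0% = DMSO neutral controls and 100% = 20 µM radicicol positive controls; yeast relying on Plasmodium falciparum Hsp90 in place of its own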
OPRM1-OPRD1 inv = mu-delta opioid heterodimer inverse agonism; P35372+P41143; cell-based MOR-DOR heterodimer luminescence; inhibition, % at 9.3 µM; hit rate 0.21% among 340,000; in the data active means inhibition above about 22%, passing the limit was not always enough;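 further: 0% = cells with DMSO and 100% = wells without cells with DMSO; values of inactives mirror those of a sister screen read the other way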
Ecoli viability = reduces bacterial viability in AddAB counter-screen; E. coli V3065 growth, OD600 absorbance, 18 h; inhibition, % at 11.9 µM; hit rate 0.27% among 330,000;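 active means inhibition above the campaign's mean inhibition across all tested compounds plus 3 SD, cut at about 9.9% in these data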;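 further: uninfected addAB+ strain grown without phage in ampicillin broth; 0% = DMSO wells and 100% = ciprofloxacin 0.95 µg/ml wells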
PKA-R1A act = activators of PKA-R1A complex; activation, % at 11.4 µM; PKA-R1A dissociation, Cy5-IP20 fluorescence polarization; scaled: DMSO 0%, 113 µM cGMP 100%; P00514+P68181; hit rate 0.083% among 340,000;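 active means percent activation above the mean of all tested compounds plus 3 SD, cut at about 19% in these data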;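 further: higher means more PKAc released from R1A so a rise in polarization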
AddAB inh = less growth of phage-infected E. coli with AddAB; E. coli expressing H. pylori AddAB, absorbance growth; inhibition, % at 11.9 µM; hit rate 0.29% among 330,000; AID 435030; in the data active means inhibition above about 12%;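 further: 0% = vehicle wells of infected cells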
Numbers without * were called inactive; i = inactive; . = not tested or not shown.

SMILES	HTR5A ag ctr	Pemphigus Ab inh	MOR-DOR ag	SUMO Mot1 rescue	phage Ecoli inh	HTR5A inv ctr	PfHsp90 set2	OPRM1-OPRD1 inv	Ecoli viability	PKA-R1A act	AddAB inh
Cc1c(C(=O)Nc2cccc(S(=O)(=O)N3CCOCC3)c2)oc2ccc(Br)cc12	6	113	-1.7	-18	0.3	-26	-10	9	0.5	-10	-1.4
CCN(C(=O)CN1CCC(C(=O)OC)CC1)c1c(N)n(Cc2ccccc2)c(=O)[nH]c1=O	1	112	-3.1	-6	3.8	0	-17	12	0.2	-12	-1.3
Cc1cc(C)nc(/N=c2/ssnc2Cl)c1	0	104	0.5	2	4.4	0	.	-3	0.9	-4	4.9
CCOC(=O)CCNc1n[nH]c(=O)[nH]c1=O	1	106	-2.2	-13	3.3	6	-1	12	0.8	0	2.2
COc1ccc(OC)c(NC(=O)c2cc(S(=O)(=O)N3CCCCC3)c[nH]2)c1	-3	98	1.9	115	.	7	14	-10	-0.9	-3	1.3
O=C(OCC(=O)N1CCOCC1)c1ccc2ccccc2c1O	-3	110	-4.4	8	3.4	-5	11	17	-0.3	3	3.0
O=C(NCc1ccccc1)c1c[nH]c2ccc(F)cc2c1=O	5	106	1.9	-10	2.9	-12	-1	-10	3.7	1	2.3
COc1ccc(/C=N/NC(=O)OC(C)(C)C)cc1OC	2	.	-1.0	-1	1.8	-12	-18	6	0.7	-4	2.8
COc1ccccc1C(=O)n1nc(-c2ccco2)nc1SC	2	107	-1.3	2	1.8	-5	-14	6	-0.6	-9	0.9
Cc1ccc(CNC(=O)C2CC(c3cccc([N+](=O)[O-])c3)=NO2)cc1 (stereo unspecified)	-10	105	1.9	16	1.8	26	-6	-10	-1.8	-8	4.2
CC1(C)CC(=O)C2=C(C1)N(Cc1ccco1)C(=O)C2(NC(=O)c1ccc(Cl)cc1Cl)C(F)(F)F (stereo unspecified)	-2	97	1.4	21	2.8	-21	.	-8	-0.7	16	-0.2
Cc1cc(/C=C(\C#N)c2nc3ccccc3[nH]2)c(C)n1C	13*	91	27*	-5	5.8	-3	-10	-138	1.2	-3	1.4
Cc1ccc(NC2=NCCCCC2)cc1	4	.	-3.7	226	2.9	-14	-7	19	-1.5	14	2.1
CCOc1ccc(CCNC(=O)c2sc3nc4n(c(=O)c3c2C)CCC4)cc1OCC	-5	112	-0.9	147	-0.6	14	13	5	-0.9	-4	-2.5
CCCCOc1ccc(C2(C)NC(=O)NC2=O)cc1 (stereo unspecified)	2	95	-2.4	8	1.6	-19	-29	12	1.4	0	2.9
CCOC(=O)c1ccc(NC(=O)Nn2cnnc2)cc1	4	98	-1.2	-8	1.7	-1	18	9	.	9	.
CC(C)Cc1nc2sc3c(=O)[nH]cnc3c2c2c1CCCC2	5	81	-2.0	0	6.1	-12	-15	10	-2.6	-11	0.5
CCc1n[n+](CC(=O)c2ccccc2)c(N)s1	-3	103	-1.5	.	2.5	7	2	8	.	1	.
CCCCCN1C(=O)Cn2c(nc3ccccc3c2=O)C1C (stereo unspecified)	-8	102	-4.0	-6	4.0	20	7	20	-0.5	-4	0.5
O=C(c1cc(=O)c2ccccc2o1)N1CCN(c2cccc(Cl)c2)CC1	2	115	-3.0	10	1.3	-28	.	15	-5.2	-8	1.5
CC(=O)NC1(C(F)(F)F)C(=O)N(Cc2ccccc2)C2=C1C(=O)CC(C)(C)C2 (stereo unspecified)	4	98	-0.7	-15	3.2	40	.	4	0.1	8	1.7
CCc1cc(C(=O)OCC(=O)N2CCC(c3ccccc3)=N2)sc1C	3	.	3.0	-13	1.3	6	-3	-16	-1.3	-11	1.9
C=CCSc1nnc(NC(=O)c2ccc(Cl)nc2)s1	1	96	-1.8	16	2.9	0	-3	10	3.0	-6	-0.3
Cn1c(=O)n(C)c2cc(/C=C3/SC(=O)N(CC(=O)N4CCOCC4)C3=O)ccc21	-2	127	-0.2	-10	1.3	5	-4	1	0.8	1	0.6
O=c1c(Cl)c(N/N=C/c2ccc(Br)cc2)cnn1-c1ccccc1	-1	101	5.4	-20	0.8	-10	-44	-31	-1.0	1	1.3
Cc1ccc(CSc2nnc(CCNC(=O)OC(C)(C)C)o2)cc1	6	109	2.0	-5	-1.5	-5	5	-10	0.0	5	5.0
COCCN(Cc1cc2cc(C)ccc2[nH]c1=O)S(=O)(=O)c1ccc(Cl)cc1	2	.	2.4	86	3.8	15	-30	-13	-2.2	-1	2.9
Nc1ccc2c(c1Cl)C(=O)c1ccc(N)c(Cl)c1C2=O	-4	72	-3.2	.	2.1	14	6	16	.	-4	.
CCOC(=O)N1CCN(c2ncc(C(F)(F)F)cc2Cl)CC1	-1	103	5.3	1	2.9	1	-12	-27	2.6	-1	1.4
COc1ccc(CN2CCN(C(=O)CC(C)C)CC2)cc1OC	2	104	-1.5	12	2.6	2	-2	8	1.4	-14	0.3
Cc1cc(Nc2nc3ccccc3nc2Cl)n(-c2ccc([N+](=O)[O-])cc2)n1	-8	122	-1.3	-1	2.5	38*	-13	8	2.1	-7	0.7
O=C(NCc1ccccc1)c1ccc(NC2=NC3CS(=O)(=O)CC3S2)cc1 (stereo unspecified)	4	.	-0.5	24	.	-7	-9	4	-0.4	5	5.2
N#CC1=C(N)Oc2n[nH]c(-c3ccncc3)c2C1c1ccsc1 (stereo unspecified)	5	84	0.6	-4	0.7	-3	.	-3	1.7	-7	2.8
CC(=O)Nc1ccc(N2C(=O)CC(Sc3nc(C)cc(C)n3)C2=O)cc1 (stereo unspecified)	7	97	-2.5	-20	2.4	-26	4	11	0.7	-5	-0.9
CN(C)C(=O)C(Sc1ccc(S(=O)(=O)N2CCCC2)cn1)c1ccccc1 (stereo unspecified)	-4	101	-1.2	.	0.0	-5	4	5	-3.6	1	1.1
CCCCOP(=O)(c1ccc(N(C)C)cc1)C(O)c1ccncc1 (stereo unspecified)	0	95	-0.5	-13	2.3	-11	6	3	-3.8	-6	3.6
CCOc1ccc(NC(=O)c2cccc3c2C(=O)N(CC2CCCO2)C3)cc1 (stereo unspecified)	4	105	-4.0	32	3.1	-14	-3	24*	-1.3	-2	0.2
CNC(=S)N1N=C(c2ccccc2)CC1c1ccc(OC)c(OC)c1 (stereo unspecified)	6	97	-2.0	-5	3.2	11	-23	12	0.3	-5	3.9
CCCCSc1nnc(-c2ccc(NC(=O)CCc3ccccc3)cc2)n1C	4	-28*	0.3	i	1.6	-12	0	-2	-2.4	-4	1.0
COc1cc(C2C(C#N)=C(N)Oc3cc(C)n(CCc4ccccc4)c(=O)c32)cc2c1OCO2 (stereo unspecified)	6	88	3.1	3	2.5	-21	-4	-18	-2.5	0	-1.3
CCN(CC)CCCNS(=O)(=O)c1ccc(OC)cc1	2	96	-1.3	-5	2.8	8	9	7	0.0	-2	-0.8
CC(=O)c1c(C(C)=O)c(C)n(Cc2ccccc2)c1C	-3	84	0.0	20	0.4	-4	23	0	0.4	-3	4.1
CC(=O)N1CCN(C(=O)C(Cc2ccccc2)NC(=O)c2ccccc2)CC1 (stereo unspecified)	-3	105	-1.4	-10	3.2	7	-17	6	1.2	-6	1.7
COc1cc2c(cc1OC)C(C(=O)NCc1ccco1)C1c3ccccc3CCN1C2=O (stereo unspecified)	10	.	-1.8	21	2.6	-5	-19	11	-1.6	-4	2.2
NC(=O)Nc1ccc(C(=O)OCC(=O)NCc2ccc3c(c2)OCO3)cc1	-6	103	-2.0	3	0.0	11	.	8	-3.2	-6	0.4
Cn1c(CNC(=O)c2ccco2)nnc1SCC(=O)Nc1ccc(Br)cc1F	1	99	-0.7	-1	3.9	15	-37	4	0.2	-11	-1.4
O=C(N/N=C/c1cc(Br)c(O)c([N+](=O)[O-])c1)C(O)(c1ccccc1)c1ccccc1	.	102	.	0	5.4	.	.	.	-1.0	.	1.1
CCc1nnc(NC(=O)c2cccc(OC)c2)s1	3	96	-0.5	-10	1.6	-7	1	2	-1.0	8	3.5
COc1cc(OC)cc(-c2c(C#Cc3ccsc3)c3cc(-c4cc(OC)c(OC)c(OC)c4)ccc3n2C)c1	9	106	0.9	-15	-1.8	-1	-5	-5	-2.5	-7	-1.9
CCC(C)NC(=O)CN(c1ccc(OC)cc1)S(=O)(=O)c1ccc(NC(C)=O)cc1 (stereo unspecified)	6	.	-1.3	9	1.2	-16	8	8	-2.4	9	-1.1
Cc1ccc(S(=O)(=O)N2CCN(C(=O)COC(=O)c3c(C)cc(C)cc3C)CC2)c(C)c1	-8	102	1.2	-4	0.6	19	.	-6	-0.7	6	-1.2
COc1ccc(N2CCN(S(=O)(=O)c3ccc(C(=O)NCc4ccco4)cc3)CC2)cc1	2	89	0.1	.	0.9	9	-12	0	1.2	-2	-0.7
COc1ccc(NC(=O)NCc2cccnc2)c(OC)c1	-1	104	-1.6	36	1.7	-6	-1	9	1.3	-4	1.2
N=c1n(CCN2CCCCC2)c2ccccc2n1CC(=O)c1cccs1	.	100	.	-5	5.2	.	-7	.	-0.4	-13	1.6
COc1ccc(CNC(=O)C(c2ccc(C)o2)N(C(=O)c2snc(C(N)=O)c2N)c2ccccc2OC)cc1 (stereo unspecified)	-3	120	-0.3	-29	-0.4	-1	-7	3	1.6	3	0.5
COc1ccc(C2OCC3(CO2)SC(=O)NC3=O)cc1OC (stereo unspecified)	-2	101	-2.1	-11	3.0	7	8	12	-2.1	12	2.1
CC1CC(C)CN(C(=O)Cn2nnc(-c3ccccc3)n2)C1 (stereo unspecified)	3	115	-1.7	-9	0.6	-8	4	9	-2.8	7	1.3
C=C[C@]1(C)C=C2CC[C@H]3[C@@](C)(CCC[C@@]3(C)C(=O)O)[C@@H]2CC1	-2	99	-0.9	181	.	10	5	5	0.2	8	3.8
Cc1nc2cc(NC(=O)Nc3nccs3)ccc2n1C	-1	105	-1.8	90	1.1	6	15	10	3.0	8	2.5
O=S(=O)(c1ccccc1)c1nc(-c2ccccc2Cl)oc1NCCN1CCOCC1	-1	95	-2.2	-7	-0.2	2	.	12	0.0	12	-0.3
CCCCn1c(N)c(N(CCOC)C(=O)CCNC(=O)NC23CC4CC(CC(C4)C2)C3)c(=O)[nH]c1=O	1	.	-1.5	.	2.6	-2	-39	6	.	-17	.
CC(C)NC(=O)N(C)C[C@@H]1Oc2c(NS(=O)(=O)c3ccccc3)cccc2C(=O)N([C@@H](C)CO)C[C@@H]1C	0	104	-0.1	-19	1.2	0	-16	1	-0.1	8	3.9

Compounds as they come; 3.2% or so of the library scored in one or more.
